High-throughput results: PubChem, The Scripps Research Institute Molecular Screening Center
CHRM4 agonist – CHRM4 agonism in calcium assay; P08173; CHO-K1 hM4/Gqi5, Fluo-8 calcium fluorescence; vehicle 0%, full acetylcholine response 100%; activation, % at 3 µM; actives 0.14% (n = 360,000); AID 624127;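 active means activation above the run mean over all test wells plus 3 SD, cut at about 32% in these data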;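 further: peak over basal fluorescence ratio per well then scaled between controls; 0% = DMSO wells and 100% = acetylcholine at EC100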
Target sequence (P08173 whole entry, looked up): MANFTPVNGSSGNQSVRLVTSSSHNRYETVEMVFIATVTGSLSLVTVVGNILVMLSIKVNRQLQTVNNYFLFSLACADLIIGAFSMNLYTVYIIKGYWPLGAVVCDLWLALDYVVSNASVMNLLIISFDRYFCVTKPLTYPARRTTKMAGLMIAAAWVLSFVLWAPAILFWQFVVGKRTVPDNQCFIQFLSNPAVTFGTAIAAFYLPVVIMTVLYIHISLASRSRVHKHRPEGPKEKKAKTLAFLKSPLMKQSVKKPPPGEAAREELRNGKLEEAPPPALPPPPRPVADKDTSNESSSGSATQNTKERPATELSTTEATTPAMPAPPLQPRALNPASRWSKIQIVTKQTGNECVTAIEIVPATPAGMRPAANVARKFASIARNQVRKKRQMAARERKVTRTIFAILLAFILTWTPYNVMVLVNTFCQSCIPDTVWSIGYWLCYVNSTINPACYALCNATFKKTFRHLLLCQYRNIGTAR
M1 ag parental – M1 agonist counterscreen hit in parental CHO-K1 cells. Fluo-8 calcium fluorescence; scaled to maximal ATP response, vehicle zero. activation, % at 3 µM. actives 0.48% (n = 360,000). AID 602248; in the data active means activation above about 15%;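 further: untransfected CHO-K1 host cells lacking M1 receptor as counterscreen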
OXTR potentiate – potentiates the human oxytocin receptor response; activation, % at 3 µM; actives 0.061% (n = 320,000); CHO-OTR cells, Fluo-8 calcium fluorescence, potentiator mode; 0% = oxytocin EC15, 100% = EC100; P30559;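 active means activation above that plate's cutoff, the mean activation of tested compounds plus 3 SD, cut at about 6.6% in these data, passing the limit was not always enough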;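 further: 100% uses oxytocin at 75 nM as the full agonist control; some results filed as inactive read as strong as hits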
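assay system = CHO-OTR cells, human receptor | schedule = compound 6 min at room temperature before oxytocin, 100 s read | detection = Fluo-8 intracellular calcium fluorescence, ex 470-495, em 515-575 nm | evaluation = normalized max/min fluorescence ratio, % activation | control set = EC15 oxytocin alone as 0%, 75 nM oxytocin (EC100) as 100%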
M1 antag – blocks human M1 muscarinic receptor; AID 588852; actives 1.3% (n = 360,000); inhibition, % at 3 µM; P11229; CHO-K1 hM1, Fluo-8 calcium fluorescence, ACh EC80 antagonist;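 active means percent inhibition above its own plate's cutoff, namely the mean of that plate's compound wells plus 3 SD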;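 further: peak over basal fluorescence ratio during 140 s after agonist addition; 0% = ACh EC80 plus DMSO and 100% = DMSO alone without agonist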
Target sequence (P11229 whole entry, looked up): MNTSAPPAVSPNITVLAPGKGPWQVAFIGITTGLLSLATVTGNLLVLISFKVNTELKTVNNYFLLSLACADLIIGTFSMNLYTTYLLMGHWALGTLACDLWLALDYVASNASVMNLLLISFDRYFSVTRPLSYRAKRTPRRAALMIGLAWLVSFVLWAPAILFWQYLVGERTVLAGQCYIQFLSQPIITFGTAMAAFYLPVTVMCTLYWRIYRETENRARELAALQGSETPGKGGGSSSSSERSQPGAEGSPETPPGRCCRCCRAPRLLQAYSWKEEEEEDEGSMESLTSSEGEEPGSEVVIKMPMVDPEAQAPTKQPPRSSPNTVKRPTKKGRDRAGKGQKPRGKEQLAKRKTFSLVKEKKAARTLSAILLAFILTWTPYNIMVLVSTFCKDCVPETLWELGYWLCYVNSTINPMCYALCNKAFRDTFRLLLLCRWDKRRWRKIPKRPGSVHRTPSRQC
CHO parental Ca – signal in parental CHO cells, OX1R antagonist counter-screen | parental CHO-K1, ATP-induced calcium, Fluo-8 fluorescence | inhibition, % at 5.6 µM | actives 0.63% (n = 330,000) | AID 463079;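 active means inhibition above that plate's mean sample inhibition plus 3 SD, cut at about 26% in these data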;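 further: 0% = ATP-challenged DMSO wells and 100% = DMSO wells without ATP; some compounds past the cut are filed as inactive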
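test system = CHO parental line | reagent = ATP stimulus | measured by = intracellular calcium via Fluo-8 no-wash fluorescent dye | control set = ATP and no-ATP DMSO wells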
M4 antag – CHRM4 antagonism in calcium assay. P08173. CHO-hM4 cells, ACh EC80, Fluo-8 calcium fluorescence. inhibition, % at 3 µM. actives 0.73% (n = 360,000). AID 624125;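 active means inhibition above its plate's cutoff, the mean inhibition of sample wells plus 3 SD, cut at about 27% in these data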;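 further: 0% = acetylcholine EC80 with DMSO and 100% = DMSO without agonist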
M1 ag – activates human CHRM1 receptor | actives 0.33% (n = 360,000) | CHO-K1 hM1, Fluo-8 calcium fluorescence, agonist mode; 0% DMSO, 100% acetylcholine EC100 | P11229 | AID 588814 | activation, % at 3 µM;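 active means activation above the run's mean compound activation plus 3 SD, cut at about 16% in these data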;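 further: peak over basal fluorescence ratio within a 140 s kinetic read after compound addition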
M1 PAM – positive allosteric modulators of human M1 muscarinic receptor; CHO-K1 hM1, Fluo-8 calcium fluorescence, ACh EC20; 0% = ACh EC20, 100% = maximal ACh; P11229; activation, % at 3 µM; actives 0.088% (n = 360,000); in the data active means activation above about 19%, passing the limit was not always enough
CHO-K1 Ca antag – counter-screen for M1 antagonists: effect in parental CHO-K1 cells. ATP-induced calcium, Fluo-8 fluorescence. inhibition, % at 3 µM. actives 0.6% (n = 360,000);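 active means inhibition above a per-plate cutoff, the plate's mean sample inhibition plus 3 SD, cut at about 24% in these data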;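 further: 0% = DMSO plus EC80 ATP and 100% = DMSO alone without ATP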
The depositor's hits bear a star; . = not tested or not shown.

mol	CHRM4 agonist	OXTR potentiate	M1 antag	M1 ag parental	M1 PAM	CHO parental Ca	CHO-K1 Ca antag	M1 ag	M4 antag
C=C(C)CSc1nc(N)c(C#N)c(-c2ccc(C)cc2)c1C#N	-1	-11	-1	1.3	-2	-16	-11	-6	2
CN(C)CCNC(=O)c1ccc(Cl)c2cc3ccccc3nc12	1	.	-19	1.1	14	.	-10	-7	-11
CC(C)Cc1ccc(CN2CCCC(NC(=O)CCn3cnnn3)C2)cc1 (stereo not given)	3	-6	-5	0.8	-2	4	-6	4	8
CCOC(=O)C1=C(COC(=O)c2cc(S(=O)(=O)N(C)C)ccc2C)NC(=O)NC1C (stereo not given)	5	3	5	1.2	9	-23	-3	6	8
Cc1cc(N(CC(=O)O)S(C)(=O)=O)ccc1Br	0	-10	0	0.4	2	-6	2	-1	9
CC(=O)c1cccc(NC(=O)C(C)OC(=O)CCN=C2NS(=O)(=O)c3ccccc32)c1 (stereo not given)	-1	-7	-16	1.1	6	-9	-5	-1	-12
O=C(NC1CCCCC1)C(C1CC1)N1CCc2ccccc2C1 (stereo not given)	0	.	-10	-0.2	-2	.	-7	-7	8
O=C(CSc1ccccc1C(=O)O)NC1CCCCCCC1	1	-1	-2	-0.4	2	-1	3	0	15
Cn1cc(Br)c(C(=O)Nc2sc3c(c2C(N)=O)CCC3)n1	2	-8	-4	0.0	4	-30	-7	-4	8
COC(=O)c1oc2nc(C)cc(C)c2c1N	1	-5	6	-0.2	3	-6	0	-1	-8
C/C(=C\C(=S)Nc1ccccc1)Nc1cccc2ccccc12	2	-6	-7	1.2	8	-10	-5	-9	-1
COC(=O)Cc1c(C)nc2nc(NCc3cccc([N+](=O)[O-])c3)[nH]n2c1=O	0	-1	-6	0.8	6	-8	-8	-4	-5
Cc1ccc(CCN2CC(C(=O)NC(C)C)CC2=O)cc1 (stereo not given)	1	-2	-8	0.0	4	-10	-1	-4	-5
CCCc1cn(S(=O)(=O)c2ccc(OC)cc2OC)nc1N	3	0	-2	0.7	2	-5	-7	-3	-1
CN1CCN(Cc2c(O)ccc3c2oc(=O)c2ccccc23)CC1	1	-16	3	0.0	2	-8	10	-4	-3
C=CCOc1ccc(Br)cc1/C=C1/SC(=Nc2ccc(C(=O)O)cc2)NC1=O	1	.	11	0.7	2	.	-10	-2	10
Cc1cccc(C(=O)NCC(=O)N(C)Cc2nc3ccccc3c(=O)[nH]2)c1	1	-2	-13	0.8	11	-9	-20	-3	5
COc1ccc(C(=O)NCc2nnc(SCC(=O)Nc3cccc(OC)c3)o2)cc1	1	-3	3	0.3	5	-3	11	-2	0
O=C(COC(=O)/C=C/c1ccc([N+](=O)[O-])cc1)NC1CCCCC1	1	-8	2	-0.5	8	-13	-4	2	-1
O=C(CCCCCn1c(SCC(=O)c2ccccc2)nc2ccccc2c1=O)NCc1ccco1	1	-1	2	0.5	7	-18	14	-5	1
C1CN=C(NC23CC4CC(CC(C4)C2)C3)C1	12	-7	12	4.9	-11	-3	-6	-9	3
COc1cc2c(cc1OC)C(c1cccs1)N(C(=O)c1cccnc1)CC2 (stereo not given)	1	-4	-7	0.9	11	-10	5	-13	-4
COC(=O)c1c(NC(=O)CSc2nc3ccccc3c(=O)n2-c2ccccc2)sc(C)c1C	1	7	-11	-0.6	4	-15	-1	-2	-5
COc1ccc(CNC(=O)COC(=O)c2c[nH]c(=O)[nH]c2=O)cc1OC	0	8	-11	0.5	12	-8	-6	-2	-2
O=C(c1cccc(C(F)(F)F)c1)C1CCCN(C(=O)Cn2cncn2)C1 (stereo not given)	0	-8	-15	0.7	9	-5	-6	-4	6
Cc1ccccc1NC(=S)N1CCN(Cc2ccc3c(c2)OCO3)CC1	1	-5	-6	11	10	7	1	-4	3
O=C(Nc1ccc(F)cc1)c1cnc(-c2ccccc2)nc1-c1ccccc1	-1	-18	9	0.7	-16	-25	-22	-6	-16
COc1ccc(Sc2nnc(Cc3ccccc3)c3ccccc23)cc1	0	-11	-5	-0.4	5	-5	-2	2	4
COc1ccc(CN2CNc3nc4ccccc4n3C2)cc1	1	-3	-9	0.3	8	-8	-8	-4	-13
O=C(NC1CCS(=O)(=O)C1)c1cc2c(=O)n3ccccc3nc2n1Cc1ccccc1 (stereo not given)	1	.	-11	0.4	5	.	-8	-5	-7
O=C1CCN(Cc2ccc([N+](=O)[O-])cc2)CCN1[C@H](CO)c1ccccc1	4	-5	26	0.3	-14	-1	0	-4	0
CCc1ccccc1Nc1cc(C(=O)NCc2ccccn2)c2ccccc2n1	12	-4	0	6.2	-2	-17	-11	-6	6
Cn1cccc1C(=O)NC(=O)CSc1nnc(C2CC2)n1-c1ccccc1	0	-14	8	0.4	6	-12	-6	-3	7
CCCN(CC(=O)Nc1ccccc1C)C(=O)c1ccc(N2CCCCC2)c([N+](=O)[O-])c1	3	-8	-5	0.2	0	-20	2	-3	-8
Cc1ccc(N2Cc3ccccc3OC(C)C2=O)cc1 (stereo not given)	-1	-2	-10	-0.5	5	-2	2	-7	-8
NC(=O)NC(c1ccccc1)c1ccccc1F (stereo not given)	0	-4	-4	0.3	6	2	-11	-1	-4
COCCn1nnnc1SCC(=O)NCc1ccc2c(c1)OCO2	0	-3	-9	0.6	8	4	-13	-5	2
COc1ccccc1COCC(O)CN1CCN(S(=O)(=O)c2cccc(F)c2)CC1 (stereo not given)	2	-9	-10	2.0	9	-12	-14	-6	-15
O=C(CSc1nc(=O)n2ccccc2n1)N1CCN(c2ccccc2)CC1	3	-14	-9	0.3	15	7	2	2	-14
CCOC(=O)C1=C(C)NC(C)=C(C(=O)OCC)C1c1cccc(C)n1	1	-8	5	0.2	-1	-9	4	-3	1
COc1ccccc1NC(=O)CSc1nnc(CNC(=O)c2cccs2)o1	1	-5	-4	0.8	2	-7	-8	-2	-3
CC(=O)Nc1n[nH]c(=S)s1	0	.	-9	-0.4	5	.	3	0	-7
CC(C)[C@H](NC(=O)N1CCC(Cc2ccccc2)CC1)C(=O)O	1	-13	-6	0.1	9	-6	6	-1	3
O=C(O)Cc1ccc2c(c1)N(S(=O)(=O)c1cccc(C(F)(F)F)c1)CC(C(=O)O)O2 (stereo not given)	1	-13	-14	0.2	11	12	-6	-1	0
O=C(Cc1ccccc1)NCC1CCCO1 (stereo not given)	2	-1	-18	0.0	2	7	-15	1	-7
c1cncc(C2SCCCS2)c1	1	.	-1	0.6	-1	.	0	-4	1
CCc1ccc2c(c1)C(=O)c1ccccc1C2=O	1	6	3	0.3	1	-12	3	-8	-3
CC(=NNC(=O)CSc1nc2ccccc2o1)c1ccco1	1	5	-13	0.7	6	-3	-5	-3	-16
O=C(OC1C2CCC1C1CN(CCc3ccccc3)CC12)c1ccccc1 (stereo not given)	5	-6	6	1.6	2	-15	-1	-9	8
O=C(NCc1ccccc1)c1ccc2c(c1)C(=O)N(Cc1ccncc1)C2=O	3	-17	1	1.6	-1	-18	5	-1	0
C=CCc1cccc(/C=C/c2cc(=O)c3ccccc3[nH]2)c1O	12	-10	11	11	-9	-11	2	-1	-11
O=C(/C=C/c1ccccc1)OCCCCN=C1NS(=O)(=O)c2ccccc21	16	-14	7	8.8	-6	5	-1	-1	-7
CC(=O)n1nc(-c2ccccc2)nc1NCc1cccs1	0	-9	-7	0.4	4	3	-2	-5	5
COc1cccc(CC(=O)OCC(=O)c2cc(OC)ccc2OC)c1	1	0	-5	0.1	10	-15	-14	-6	3
O=C1c2ccccc2C(=O)N1CC(O)CNc1ccc(Br)cc1 (stereo not given)	2	-4	6	0.0	-3	-15	12	-4	12
C[C@@H]1CCCCO[C@H](CN(C)S(=O)(=O)c2ccccc2)[C@@H](C)CN([C@H](C)CO)C(=O)c2cc(NC(=O)Cc3ccccc3)ccc2O1	0	.	-17	0.0	7	.	-7	-5	4
Cc1oc(-c2cccs2)cc1C(=O)N1CCCC(C)(C(=O)O)C1 (stereo not given)	-1	.	-5	0.1	1	.	-6	-3	-13
Cc1c(NC(C)C)c(=O)n(-c2ccccc2)n1C	1	2	-26	1.3	8	-3	-3	1	-2
CC(C)Oc1ccc(C(=O)NC(=S)N2CCOCC2)cc1	0	-2	-4	0.1	0	-13	2	-4	7
CC(C)(C)C(=O)c1c(N)[nH]c(C(=O)c2ccccc2)c1-c1c(F)cccc1F	12	.	.	4.6	.	.	-15	.	0

Part of the list above in order of SMILES length, smallest number first:
mol	CHRM4 agonist	OXTR potentiate	M1 antag	M1 ag parental	M1 PAM	CHO parental Ca	CHO-K1 Ca antag	M1 ag	M4 antag
CC(C)Oc1ccc(C(=O)NC(=S)N2CCOCC2)cc1	0	-2	-4	0.1	0	-13	2	-4	7
COc1cccc(CC(=O)OCC(=O)c2cc(OC)ccc2OC)c1	1	0	-5	0.1	10	-15	-14	-6	3
CC(C)(C)C(=O)c1c(N)[nH]c(C(=O)c2ccccc2)c1-c1c(F)cccc1F	12	.	.	4.6	.	.	-15	.	0

Following part:
mol	CHRM4 agonist	OXTR potentiate	M1 antag	M1 ag parental	M1 PAM	CHO parental Ca	CHO-K1 Ca antag	M1 ag	M4 antag
Nc1nc(SCc2ccc(Cl)cc2)ns1	2	-16	-9	0.1	6	13	-12	-4	1
Cc1cc(NS(=O)(=O)c2ccc(NC(=O)/C=C/c3ccco3)cc2)nc(C)n1	0	3	-17	1.1	3	-4	-12	-3	8
C(=N\Nc1ccccn1)/c1cccnc1	1	-20	-21	2.6	11	7	-10	-3	-6
CC1(C(=O)NC2CCCCC2)CCC(=O)N1CC(F)(F)F (stereo not given)	0	.	-5	0.8	3	.	12	-3	3
O=C(Oc1ccc(-n2cnnn2)cc1)c1ccccc1	1	-3	-3	0.0	-3	2	8	-6	0
Cc1cc2nc(CSc3ccccc3)cc(=O)n2[nH]1	1	-8	-5	1.6	-1	-16	-11	-4	2
O=C(Nc1ccc(Cl)c(S(=O)(=O)N2CCOCC2)c1)c1ccc2c(c1)OCO2	27	-8	2	10	-8	-8	-14	5	13
CN(C(=O)CSc1nncn1C)C1CCCN(Cc2ccccc2F)C1 (stereo not given)	1	-4	5	-0.2	-4	-2	-7	-5	1
COC(=O)c1ccc(NC(=O)Nc2ccc3c(c2)nc(C)n3C)cc1	1	-8	-3	0.6	8	-11	-15	-6	-8
COc1ccc(-c2c(-c3ccc(OC)nc3)c3ccccc3n2C)cc1	1	3	-11	0.3	8	-23	-2	-5	5
Oc1c(C(c2ccccc2)N2CCN(Cc3ccccc3)CC2)sc2ncnn12 (stereo not given)	2	-2	1	0.4	-1	-14	16	-3	-4
CCOc1ccccc1NC(=O)c1cccc(NC(=O)C2CCCC2)c1	9	-3	-9	3.7	3	-23	-11	-4	-4
